# Screens deposited in PubChem BioAssay by Fisher Drug Discovery Resource Center.
# mcGAS inh = cyclic GMP-AMP synthase inhibitors, mouse, primary biochemical chemiluminescence; Q8C6L5; 160,000 compounds, 0.15% hits; AID 1259399, 2018; inhibition, % at 12.5 µM; recombinant cGAS, Kinase-Glo ATP depletion luminescence;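 further: 0% = negative control wells and 100% = reference inhibitor with no enzyme activity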
# hcGAS inh = Primary biochemical luminescence assay for human cyclic GMP-AMP synthase inhibitors. Q8N884. recombinant h-cGAS, ATP depletion, Kinase-Glo luminescence. inhibition, % at 12.5 µM. 290,000 compounds, 0.081% hits. AID 1259398, 2018;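 further: 0% = vehicle reaction and 100% = reaction without DNA for no activity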
# Target sequence (Q8N884 whole entry, looked up): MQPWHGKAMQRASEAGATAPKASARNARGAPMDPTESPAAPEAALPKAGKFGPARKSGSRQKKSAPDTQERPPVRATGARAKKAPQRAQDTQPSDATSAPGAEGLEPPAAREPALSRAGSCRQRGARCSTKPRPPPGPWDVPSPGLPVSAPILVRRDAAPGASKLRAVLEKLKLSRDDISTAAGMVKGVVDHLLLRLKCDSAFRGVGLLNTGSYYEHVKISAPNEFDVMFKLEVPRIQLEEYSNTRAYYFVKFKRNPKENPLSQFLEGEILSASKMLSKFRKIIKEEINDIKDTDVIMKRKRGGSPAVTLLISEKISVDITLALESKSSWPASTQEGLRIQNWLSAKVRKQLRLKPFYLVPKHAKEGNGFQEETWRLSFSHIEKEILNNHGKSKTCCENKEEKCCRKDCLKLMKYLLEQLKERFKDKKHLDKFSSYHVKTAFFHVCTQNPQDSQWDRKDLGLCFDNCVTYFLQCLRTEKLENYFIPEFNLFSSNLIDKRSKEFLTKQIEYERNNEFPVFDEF
# NPYLR7 agonist = agonists of mosquito NPYLR7 receptor, primary screen, cell-based, Aedes aegypti, calcium fluorescence, mosquito biting behavior | 270,000 compounds, 0.15% hits | activation, % at 10 µM | HEK293T NPYLR7/Galpha15, GCaMP6s calcium fluorescence; in the data active means activation above about 40%;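 further: 0% = vehicle and 100% = reference agonist at the receptor; some compounds past the cut are filed as inactive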
# The depositor's hits bear a star; / = not tested or not shown; & = joins results of further samples. Unless noted, no stated cut-off is given here; in the data, active means inhibition above about 40%; inactive means the rest. Rows were taken by chance; overall some 0.27% were active at least once.
SMILES,mcGAS inh,hcGAS inh,NPYLR7 agonist
Cc1ccc(C)c(-c2nnc(OCC(=O)NC(C)(C)C)c3ccccc23)c1,/,-6,6
CCC(C)Oc1ccc(CN2CCC3(CC2)NCCNC3=O)cc1Cl (configuration not stated),/,-2,-3
O=C(NCc1ccncc1)c1csc(CSc2nnc(-c3ccco3)n2-c2ccc(Cl)cc2Cl)n1,-4,-15,-1
C[C@]12CCC(=O)C=C1C=CC1C2CC[C@@]2(C)C1CC[C@@]21CCC(=O)O1 (some centres not stated),/,-4,-6
CC(CC(=O)NCC1(CCO)CCOCC1)c1ccc(F)cc1 (configuration not stated),/,4,0
O=C(c1ccccc1C1CCNC1)N1CCN(C/C=C/c2ccccc2)CC1 (configuration not stated),/,3,0
CC1CN(S(=O)(=O)NC(C)c2ccc(C#N)cc2)CC(C)O1 (configuration not stated),/,-3,4
CN(Cc1ccncc1)C(=O)NC1CCN(CC2CCCC2)C1 (configuration not stated),/,-9,3
Cc1ccccc1COc1cccn2c(N(C)CC3CC3)c(C)nc12,-2,-4,2
CN1C(=O)C2(CCCN(C(=O)CCn3cnnc3)C2)c2ccccc21 (configuration not stated),/,2,13
CN(Cc1ccccc1)S(=O)(=O)NC(=O)c1ccc(S(C)=O)cc1 (configuration not stated),11,4,11
COc1cccc(C(=O)CSc2nnc(NC(=O)CC(C)(C)C)s2)c1,0,-1,-2
COc1ccc(-n2nc(C)c(-c3ccccc3)c2NC(=O)CN(CC(C)C)C(=O)CCc2ccccc2)cc1,-3,1,2
c1ccc(-c2noc(CCC3CCCCC3)n2)nc1,/,-8,1
CCOC(=O)Cn1ncc2c1CCN(C(=O)c1cnc3cc(C)nn3c1C)C2,/,5,1
O=C(c1scc2c1OCCO2)N1Cc2cnn(CCO)c2C1,/,-4,4
CCCCSc1ncc(C2CC(=O)Nc3snc(C)c32)cn1 (configuration not stated),-18,-6,22
Cc1ccc(C(=O)Nc2c(N)nc(SCC(=O)Nc3cc(C)ccc3C)[nH]c2=O)cc1,-6,-3,-8
C=CCOC(=O)C1=C(C)N(CC)C(=O)NC1c1cc2c(cc1Br)OCO2 (configuration not stated),-5,-4,-2
Cc1ccc(C)c2sc(OC3CCN(C(=O)Cn4c(=O)oc5ccccc54)CC3)nc12,/,-11,4
CC(C)CC(=O)Nc1ccc(N(C)C)c(CN(Cc2ccc(F)cc2)C(=O)c2cccs2)c1,-4,-12,17
Cc1ccc(-n2nnc(CC(=O)Nc3ccc(F)c(N4CCCC4=O)c3)c2C)cc1,/,2,-17
CCCCC1CCC(C(=O)Nc2c(C)nc3ccc(Cl)cn3c2=O)CC1 (configuration not stated),/,-16,6
Cc1cc(C(C)(C)C)cc(C)c1CCNC(=O)C1CCN(c2cnccn2)CC1,-2,8,0
Cc1ccc(C)c(-c2[nH]ncc2CN2CCCC(O)(CO)CC2)c1 (configuration not stated),/,-7,1
Cc1cc(C)c(NC(=O)CN(C)C(=O)CSc2ccc(F)cc2F)c(C)c1,/,-3,0
CSCc1noc(CN2CCCC3(C2)CN(C)C(=O)O3)n1 (configuration not stated),/,-3,2
O=C(Nc1ccc(-c2nc3ccccc3o2)cc1)c1cc([N+](=O)[O-])ccc1Cl,-5,-5,3
Cc1cc(C(=O)CN2C(=O)C(=O)N(C3CCCC3)C2=O)c(C)n1C1CC1,/,1,2
O=C(NCCN1CCOCC1)c1nn(-c2ccc(Cl)cc2)c(=O)n(Cc2cccc(C(F)(F)F)c2)c1=O,-3,-2,/
O=C(NCc1nc2ccccc2c(=O)[nH]1)C1CC2(CCNCC2)CN1 (configuration not stated),/,4,3
Cc1ccc(N2C(=O)CSC2c2ccccc2NC(=O)c2cccc(F)c2)c(C)c1 (configuration not stated),-3,0,-1
CCN1CCN(CC(=O)N2N=C(c3ccccc3Cl)CC2c2ccc(OC)cc2OC)CC1 (configuration not stated),-4,-6,9
COc1cccc(CC(CC(=O)O)C(=O)Nc2ccc([N+](=O)[O-])cc2)c1 (configuration not stated),/,-3,-2
COc1ccc(S(=O)(=O)N(C)CCc2ccccc2)cc1N1CCN(C(=O)c2ccno2)CC1,-8,-9,2
CCCCN(CCC(=O)NC1CCN(Cc2ccccc2)CC1)c1nc(Cc2cccc(OC)c2)ns1,-2,-8,-9
CCNC(=O)N(Cc1ccc2c(c1)OCO2)Cc1c(-c2ccccc2)noc1N(CC)CC,-4,-2,-3
COc1ccc(-n2ncc(Oc3ccc(Cl)cc3)c(Nc3cccc(C(=O)N4CCCCC4)c3)c2=O)cc1,-4,-7,6
Cc1ccc(NC(=O)c2cc3ccccc3oc2=O)c(Br)c1,-6,-5,-1
Cc1oc(-c2ccc(C(F)(F)F)cc2)nc1CN(CCO)C(C)C,/,-3,6

# 3 compounds already listed, sorted by molar mass, ascending:
SMILES,mcGAS inh,hcGAS inh,NPYLR7 agonist
Cc1cc(C)c(NC(=O)CN(C)C(=O)CSc2ccc(F)cc2F)c(C)c1,/,-3,0
O=C(Nc1ccc(-c2nc3ccccc3o2)cc1)c1cc([N+](=O)[O-])ccc1Cl,-5,-5,3
Cc1ccc(N2C(=O)CSC2c2ccccc2NC(=O)c2cccc(F)c2)c(C)c1 (configuration not stated),-3,0,-1

# The list continues.
SMILES,mcGAS inh,hcGAS inh,NPYLR7 agonist
CN(Cc1ccc(Cl)s1)Cn1cnnc1C#N,/,-4,10
CCOC(=O)c1c(C)[nH]c(C(=O)N(C)C)c1C,/,-8,22
O=C(O)C1COC2(CCCCC2)N1C(=O)c1cccc(Cl)c1 (configuration not stated),-5,-4,11
CC(NC(=O)c1cn2cccnc2n1)C12CC3CC(CC(C3)C1)C2 (configuration not stated),/,-6&-8,1&11
O=C(Oc1ccc2oc(=O)sc2c1)C1CCCCC1,-4,-5,-3
CC(C)(CNC(C(=O)NC(N)=O)c1ccccc1)N1CCOCC1 (configuration not stated),/,-8,1
CC1CC(C)(C)N(C(=O)CN2C(=O)c3ccccc3C2=O)c2ccccc21 (configuration not stated),0,5,-17
COc1oc(-c2ccc(Cl)cc2)nc1C(F)(F)F,/,1,0
COc1ccc(-c2nnc(NC(=O)C(C)NC(=O)C34CC5CC(CC(C5)C3)C4)s2)cc1 (configuration not stated),-6,-6,12
Cc1ccc(Oc2ccccc2NC(=O)CN2CCNC(=O)CC2)cc1,/,-12,-2
CN(C)c1ccc(-c2nn3c(C4CCCCC4)nnc3s2)cc1,/,1,-1
CCN(CC)c1ccc2cc(-c3nnc(Nc4cc(C(F)(F)F)ccc4Cl)s3)c(=O)oc2c1,-4,-6,-6
COc1cccc(-c2cc(C(=O)N3CCOCC3)c(C)n2-c2ccccc2)c1,-6,-6,-2
COc1ccc(N(C2C=CS(=O)(=O)C2)S(=O)(=O)c2ccc(Cl)cc2)cc1 (configuration not stated),/,0,7
CC(=O)c1ccc(NC(=O)CSc2nnc3ccccn23)cc1,/,-1,-3
CCCS(=O)(=O)Nc1ccc(F)c(C(=O)c2c[nH]c3ncc(Cl)cc23)c1F,-7,-7,-7
Cc1ccc(C2=NN(C(=O)C(O)c3ccccc3)C(O)(C(F)(F)C(F)(F)C(F)(F)F)C2)cc1 (configuration not stated),-5,-5,13
COC(=O)c1ccc2oc(=O)n(C3CCN(C(=O)c4ccc5c(c4)OCO5)CC3)c2c1,-4,-4,14
CC(CC(=O)N1CCN(c2ccc(NC(=O)NCc3ccccc3)cc2)CC1)CC(C)(C)C (configuration not stated),/,-8,27
CCn1ccc(C(=O)N=c2sc3cc(Cl)ccc3n2CCOC)n1,/,-1,-2

# Shown field by field: entries from further up
> CN(Cc1ccc(Cl)s1)Cn1cnnc1C#N
  mcGAS inh: /
  hcGAS inh: -4
  NPYLR7 agonist: 10

> CC(=O)c1ccc(NC(=O)CSc2nnc3ccccn23)cc1
  mcGAS inh: /
  hcGAS inh: -1
  NPYLR7 agonist: -3

> CC(C)(CNC(C(=O)NC(N)=O)c1ccccc1)N1CCOCC1 (configuration not stated)
  mcGAS inh: /
  hcGAS inh: -8
  NPYLR7 agonist: 1

> CCOC(=O)c1c(C)[nH]c(C(=O)N(C)C)c1C
  mcGAS inh: /
  hcGAS inh: -8
  NPYLR7 agonist: 22

# (next part)
SMILES,mcGAS inh,hcGAS inh,NPYLR7 agonist
CC(=O)Nc1nnc(SCC(=O)c2ccccc2)s1,-5,-7,-7
CCOC(=O)N1CCN(C(=O)c2cc(-c3ccc(Cl)cc3)n(-c3ccc(F)cc3)c2C)CC1,-4,-2,13
COc1ccc(C2(C#N)CCC(C(=O)O)CC2)cc1OC1CCCC1 (configuration not stated),-9,-10,15
COc1ccc(N(C)C(=O)CNC(=O)C23CC4CC(CC(C4)C2)C3)cn1,-16,-8,9
COCCNC(=O)C1CCCN(C2CCN(C(=O)c3cccs3)CC2)C1 (configuration not stated),/,-6,9
CCc1[nH]c2ccc(CNC(=O)CCC(F)(F)F)cc2c1C,/,-7,3
COc1ccc(NC(=O)CSc2nnc(CNC(=O)c3ccco3)n2-c2cc(C)ccc2C)cc1,-5,-4,9
CCn1c(SCC(=O)NCC2CCCO2)nnc1-c1ccncc1 (configuration not stated),/,-13,6
O=C(Cn1nc2c(c1NC(=O)c1cc3ccccc3o1)CSC2)NCc1ccco1,15,15,-8
CC(C)(Cc1ccc(F)cc1)NC(=O)CC1C(=O)NCCN1Cc1ccoc1 (configuration not stated),/,-2,0
CC(CCc1ccccc1)NC(=O)c1cc(Cl)ccn1 (configuration not stated),/,-7,3
O=c1[nH]c(COc2cc(F)ccc2F)nc2ccccc12,/,0,-17
Cc1csc(=O)n1CCC(=O)Nc1ccc(-c2ccccc2)cn1,/,-18,-1
COC(=O)C1=C(C)NC(=S)NC1c1cccc(C)c1 (configuration not stated),/,-11,1
Cc1nn(-c2ccccc2)c(C)c1S(=O)(=O)N1CC[C@H](CO)[C@H](O)C1,-16,-3,1
Cc1noc(-c2cccc(C(F)(F)F)c2)c1C(=O)N[C@H]1CCC[C@@H]1OCc1ccccc1,-11,-10,6
COc1ccc(CN2CCN(CC#Cc3ccccc3)CC2CCO)c(C)c1C (configuration not stated),/,-12,9
COc1ncccc1C(=O)Nc1ccccc1S(C)(=O)=O,-8,-13,14
CCOC(=O)N1CCN(c2nc(Nc3ccc(Cl)cc3)c3nccnc3n2)CC1,/,3,-1
CCCc1cc(C(=O)OCC)c(NC(C)=O)s1,-3,-1,-4
CCc1nc2n(n1)C(=O)C(C(c1cccs1)N1CC(C)CC(C)C1)S2 (configuration not stated),-8,-3,-7
COc1cccc(C(=O)N2CCn3cncc3C2)c1C,/,-4,11
Cc1ccccc1-c1ccc(N2CCC(C(=O)Nc3ccccn3)CC2)nn1,-7,-1,-9
COc1c(C)cc(-c2ccc(C(C)=O)cn2)cc1C,-14,-8,-5
CCC(C)N(Cc1c(-c2ccccc2)noc1N(C)C(C)C)C(=O)c1ccccc1C (configuration not stated),-4,-5,6
O=C(CCN1CCN(c2nsc3ccccc23)CC1)Nc1cccnc1,-12,-5,-4
Cc1ccc(C2NCCCn3cccc32)cc1C (configuration not stated),/,0,8
N#Cc1cc2c(nc1SCC(=O)c1cccc(Cl)c1)CCCC2,3,6,-9
O=C(NCCNc1cc(-n2cccn2)ncn1)C(c1ccccc1)c1ccccc1,-5,-1,-10
CCOc1ccc(-c2nnc3ccc(SCc4ccccn4)nn23)cc1,-7,-4,11
O=C(Cn1nc2ccc(SC3CCCCC3)nn2c1=O)Nc1ccccc1,-9,-6,0
Cc1cc(Cl)ccc1C(=O)C1CCCN(C(=O)c2ccsc2)C1 (configuration not stated),/,1,-4
COc1ccccc1CNC(=O)N1CCC2(CC1)OCCO2,/,-16,1
CN(C)c1ccc(-c2nnc(NC(=O)C3CCCN3S(=O)(=O)c3ccc(F)cc3)s2)cc1 (configuration not stated),-4,-9,/
COc1cccc(C(=O)Nc2c3c(nn2C(C)(C)C)CSC3)c1,-3,2,-2
O=S(=O)(/C=C/c1ccccc1)NCCOc1ccc2nnc(-c3ccccc3)n2n1,2,0,-8
CCCC(=O)Nc1ccc(CNCc2ccc(Br)s2)cc1,-6,-2,1
CNC(=S)NNc1ccccc1[N+](=O)[O-],/,2,-5
CC1=CC[C@@H]2CN(Cc3ccccc3OCC(=O)N(C)C)C[C@@H]2C1,/,-9,6
O=C(Cn1ccc(=O)c2ccccc21)Nc1ccc(N2CCCC2)c(F)c1,-7,-10,-2

# Exported as labelled records: entries from further up.
O=S(=O)(/C=C/c1ccccc1)NCCOc1ccc2nnc(-c3ccccc3)n2n1
  mcGAS inh: 2
  hcGAS inh: 0
  NPYLR7 agonist: -8
Cc1ccc(C2NCCCn3cccc32)cc1C (configuration not stated)
  mcGAS inh: /
  hcGAS inh: 0
  NPYLR7 agonist: 8
CN(C)c1ccc(-c2nnc(NC(=O)C3CCCN3S(=O)(=O)c3ccc(F)cc3)s2)cc1 (configuration not stated)
  mcGAS inh: -4
  hcGAS inh: -9
  NPYLR7 agonist: /
COc1cccc(C(=O)N2CCn3cncc3C2)c1C
  mcGAS inh: /
  hcGAS inh: -4
  NPYLR7 agonist: 11
